Integrin act MD – qHTS for Activators of Integrin-Mediated Alleviation for Muscular Dystrophy. Potency, µM (top dose mostly 38.3 µM), without a hit: at the highest dose activation, most hits filed as activators. alpha7betagal myoblasts, beta-gal FDG fluorescence, 48 h. AID 624291, 2012. 0.064% of 350,000 active;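 note: potency is the fitted concentration of half-maximal effect; 100% = response of the positive control SU9516; nearly all actives have a fitted effect of over 60% in size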
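alpha7betagal+/- myoblasts (passage 13, 250/well) treated 48 h at 37C with compounds at 1:260 dilution of DMSO stock. Lysed, then beta-galactosidase activity read as FDG fluorescence (ex 480/em 540) after 30 min, with pre-read for autofluorescence.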
ASM inhibitor – Inhibitors of Secretory Acid Sphingomyelinase (S-ASM): qHTS | Sphingomyelin phosphodiesterase (Homo sapiens), P17405 | AID 504937, 2011 | placental ASM, HMU-PC fluorogenic substrate, 60 min | 0.006% of 340,000 active | Potency, µM (top dose mostly 57.5 µM), without a hit: at the highest dose activity change, negative = inhibition, hits mostly inhibitors; note: potency is the fitted concentration of half-maximal effect
Target sequence (P17405 47-631 limits assumed): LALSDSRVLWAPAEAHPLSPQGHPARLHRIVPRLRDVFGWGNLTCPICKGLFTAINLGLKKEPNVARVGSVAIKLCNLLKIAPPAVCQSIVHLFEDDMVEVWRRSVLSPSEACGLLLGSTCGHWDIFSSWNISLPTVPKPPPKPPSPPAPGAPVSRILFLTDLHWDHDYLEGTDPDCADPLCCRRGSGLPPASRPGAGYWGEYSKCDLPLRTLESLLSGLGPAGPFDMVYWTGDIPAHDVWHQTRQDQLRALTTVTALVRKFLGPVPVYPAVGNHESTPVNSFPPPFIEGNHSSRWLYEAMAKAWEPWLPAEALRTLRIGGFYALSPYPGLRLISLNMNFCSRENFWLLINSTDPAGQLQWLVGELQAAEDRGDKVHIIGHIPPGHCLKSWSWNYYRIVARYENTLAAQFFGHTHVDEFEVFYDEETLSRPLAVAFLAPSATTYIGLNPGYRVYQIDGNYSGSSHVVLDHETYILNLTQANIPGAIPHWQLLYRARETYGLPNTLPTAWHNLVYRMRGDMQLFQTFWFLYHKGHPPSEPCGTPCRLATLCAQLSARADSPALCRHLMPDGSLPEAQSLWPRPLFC
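Human placenta-derived ASM preincubated with compound 10 min at room temperature, then reacted with 9 uM (final) fluorogenic HMU-PC substrate for 60 min at 37 C. Stop solution raises pH to 10; fluorescence read at Ex 386/Em 447 nm.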
PTAP TSG101 blk – qHTS Assay for Iinhibitors of HIV-1 Budding by Blocking the Interaction of PTAP/TSG101 | Fluorescence polarization, FITC-PTAP peptide / Tsg101 binding | AID 493005, 2010 | Potency, µM (titrated, usually from 115 µM), for the others: at the highest dose activity change, negative = inhibition, actives largely listed as inhibitors | 340,000 tested, under 10 active; active = well fitted inhibition curve with a large enough effect in the main read-out, with a control signal flat, not every such curve was filed as active; inconclusive = small, poorly fitted or top-dose-only effect, or effect the other way, or a change in a side signal; inactive = no such curve, though single readings can be large or run the other way; note: potency is the fitted concentration of half-maximal effect; % of control where 0% means no effect
Target sequence (Q99816 whole entry, looked up): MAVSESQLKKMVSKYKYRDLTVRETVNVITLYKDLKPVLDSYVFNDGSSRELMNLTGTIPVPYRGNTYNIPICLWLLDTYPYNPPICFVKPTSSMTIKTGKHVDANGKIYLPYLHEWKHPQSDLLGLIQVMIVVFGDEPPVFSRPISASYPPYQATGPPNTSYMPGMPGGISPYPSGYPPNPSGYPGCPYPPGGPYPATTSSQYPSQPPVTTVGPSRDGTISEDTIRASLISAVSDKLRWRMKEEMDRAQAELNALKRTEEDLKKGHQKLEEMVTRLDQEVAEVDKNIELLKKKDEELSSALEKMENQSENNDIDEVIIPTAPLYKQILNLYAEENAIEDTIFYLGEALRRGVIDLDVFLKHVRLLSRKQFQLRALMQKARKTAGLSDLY
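Tsg101 binding domain (10 uM final) was mixed with compound and a FITC-labeled PTAP peptide (50 nM final) in HEPES pH 7.5 buffer with NaCl, Tween 20, EDTA and TCEP; fluorescence polarization was read after 20 min at r.t.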
Giardia kill – Small Molecules that selectively kill Giardia lamblia: qHTS; Giardia lamblia trophozoite viability; activity change, % at 7.66 µM, hits read low; 0.15% of 340,000 active; in the data active = activity change below about -80%; inconclusive = between about -30% and that limit;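 note: parasites exposed to compound for two days anaerobically before the ATP read; % is set by controls: 0 for no effect and ±100 for the full control effect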
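Luminescence from cellular ATP indicates surviving trophozoites (100 cells/well) following 48 hrs anaerobic compound treatment at 37 deg C; signal develops 15-30 min at room temperature.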
The depositor's hits bear a star; i = inactive; ? = inconclusive; [ ] = remark or other dose. Unless noted, calls come from the whole dose curve; as a rule, active = well fitted curve in the direction sought with a large enough effect; inconclusive = small, poorly fitted or top-dose-only effect, or another doubt; inactive = no such curve, though single readings can be large; an effect the other way counts as inactive or inconclusive.

SMILES	Integrin act MD	ASM inhibitor	PTAP TSG101 blk	Giardia kill
Cc1cc(Br)cc(Br)c1OCC(=O)NNC(=O)Nc1ccccc1	0%	0%	-4%	8
Cc1nccn1-c1c2c(c(C#N)c3nc4ccccc4n13)CCCC2	9%	4%	-1%	-6
Cc1nc(C(=O)Nc2cc(F)cc(Cl)c2)sc1C1(C)CC(c2ccccc2)=NO1 (centres undefined)	-5%	?	-7%	-1
O=C(O)C1C2C=CC(O2)C1C(=O)Nc1ccccn1 (centres undefined)	10%	16%	-1%	8
CCC(=O)c1ccc(OCC(=O)NCCCN2CCOCC2)cc1	-17%	0%	-3%	-6
O=C1c2ccccc2C(=O)N1c1ccccc1	5%	-1%	1%	11
CCOC(=O)C1(C#N)Cc2ccccc2C1	-10%	3%	0%	9
CC(C)COc1cccc(C(=O)Nc2cc(S(=O)(=O)N3CCOCC3)ccc2N2CCCC2)c1	-7%	-2%	-1%	0
O=C(CN1C(=O)c2cccc3cccc1c23)Nc1ccccc1C(=O)NCc1ccco1	-12%	66%[activator]	0%	-19
CC(OC(=O)C1=Cc2ccccc2OC1)C(=O)NCC1CCCO1 (centres undefined)	?	9%	-1%	9
O=C(Nc1ccccc1Cl)c1c(F)c(F)c(F)c(F)c1F	-30%	0%	0%	-20
CC12CCC3c4ccc(OCC(=O)O)cc4CCC3C1CCC2=O (centres undefined)	0%	1%	-4%	-12
OCCNc1nnc(-c2ccccc2)c(-c2ccccc2)n1	5%	-2%	0%	-18
ON=C1CCCCCCCC1	20%	0%	-2%	-8
CN(CCc1ccccc1)C(=O)c1ccc(NC(=O)Cc2ccc(NC(=O)C3CCN(C(=O)CCc4ccccc4)CC3)cc2)cc1	-9%	2%	-1%	-27
CC(Sc1ccccc1)C(=O)N/N=C/c1ccccc1 (centres undefined)	13%	0%	1%	6
CN(CCc1ccccc1)C(=O)c1ccc(NC(=O)Cc2ccc(NC(=O)C3CCCN(C(=O)c4ccccc4)C3)cc2)cc1 (centres undefined)	12%	0%	-3%	8
Cc1cc(C)nc(N2CCN(c3nc(-c4ccccc4)nc4c3oc3ccccc34)CC2)n1	26%	-1%	-6%	?
CC(C)C[C@@H](CN)NC(=O)c1nc[nH]c1C(=O)N[C@@H](CC(=O)O)C(=O)CNC[C@H](C)NC(=O)c1nc[nH]c1C(=O)N[C@@H](CC(=O)O)C(=O)O	0%	5%	-1%	-3
O=C1[C@H]2[C@H](C=CC[C@H]2C(=O)N2CCOCC2)CCN1Cc1ccccc1	-20%	-7%	1%	-6
O=C(O)C(Cc1ccc(O)cc1)N1C(=O)c2c(Cl)c(Cl)c(Cl)c(Cl)c2C1=O (centres undefined)	27%	9%	-4%	-10
O=C(Nc1ccccc1)[C@@H]1CC=C[C@@H]2CCN(Cc3ccc(Cl)c(Cl)c3)C(=O)[C@@H]21	6%	-14%	-5%	2
COc1ccc(CCC(=O)NCc2cn3ccsc3n2)cc1	-11%	-3%	-2%	7
COC(=O)C1=C(C(=O)OC)[C@@H]2N(Cc3ccccc3)c3ccccc3[C@@]23C[C@@H](C(=O)OC)N(C(=O)NC(C)(C)C)C3=N1	-15%	-4%	-8%	4
Cc1cccc(NC(=O)CNC(=O)CN2C(=O)NC(C)(CCC(C)C)C2=O)c1C (centres undefined)	19%	1%	-7%	15
Further compounds.
SMILES	Integrin act MD	ASM inhibitor	PTAP TSG101 blk	Giardia kill
O=C(NCCNC(=O)Oc1cccc2ccccc12)Oc1cccc2ccccc12	-16%	0%	0%	-21
CSc1nc(O)c(C(c2ccc(F)cc2)c2c(O)nc(SC)[nH]c2=O)c(=O)[nH]1	10%	2%	-3%	5
CCOC(=O)C[C@H]1c2cc(F)ccc2S(=O)(=O)N1Cc1ccc(OC)cc1	-36%	3%	-6%	-13
COC(=O)c1cncn1Cc1ccccc1	1%	5%	-3%	17
O=C1NC(=O)C(c2ccccc2)N1 (centres undefined)	-32%	1%	9%	9
c1ccc(-c2ncnc3ccccc23)cc1	-9%	2%	1%	-21
NC(=O)NN=C1CC2CC1C1C=CCC21 (centres undefined)	13%	5%	0%	37[activator]
Cc1ccccc1N=Cc1ccc[nH]1	22%	-1%	-4%	12
O=C(c1ccc(C(F)(F)F)cc1)N1CCC(=O)N(C(CO)Cc2ccccc2)CC1 (centres undefined)	-41%	-1%	1%	-1
CCCCn1cnc2c(SCCc3ccccc3)nc(N)nc21	-14%	-1%	1%	9
CCC(C)CNC(=O)c1cccc(OC2CCN(CC(C)(C)C)CC2)c1 (centres undefined)	-6%	5%	-1%	14
OCC1OC2C(NC(=S)N2c2ccccc2)C(O)C1O (centres undefined)	33%	6%	-2%	-7
CC(=O)NC1CC2CCCC(C1)N2C(=O)Nc1cccc(C)c1 (centres undefined)	1%	7%	-2%	4
C[C@H](CO)N1C[C@H](C)[C@@H](CN(C)C(=O)NC2CCCCC2)Oc2ccc(NC(=O)C3CC3)cc2C1=O	10%	3%	-2%	-5
CC1CCCCN1Cc1nc2c(c(=O)n(C)c(=O)n2C)n1CCCc1ccccc1 (centres undefined)	?	1%	-1%	4
O=C(CSc1nc2ccccc2c(=O)n1-c1ccccc1)c1cccc([N+](=O)[O-])c1	26%	-4%	-5%	7
Cc1cccc2c(=O)n3c(cc12)-c1[nH]c2ccccc2c1CC3	10%	i	?	-7
CCCCN(C(=O)c1cccc(S(=O)(=O)N(CC)c2ccccc2)c1)c1c(N)n(CC(C)C)c(=O)[nH]c1=O	0%	2%	1%	7
O=C(O)C1C2CC3OC(=O)C1C3C2 (centres undefined)	14%	3%	-2%	-13
O=C(CCCCC(=O)OC1CCCCC1)OC1CCCCC1	11%	-3%	-8%	41[activator]
COc1ccc(CNCCCn2cnc(C(=O)Nc3ccc(C)c(C)c3)n2)cc1	-11%	-6%	-4%	-8
O=C(N[C@@H](Cc1ccc(O)cc1)C(=O)O)c1ccncc1	14%	4%	-4%	1
COc1cc2c(cc1NC(=O)C(Cl)Cl)-c1ccc(NC(=O)C(Cl)Cl)cc1C2	-55%[inhibitor]	-1%	-4%	-5
COC(=O)C[C@H]1c2cc(F)ccc2S(=O)(=O)N1c1ccc(N(C)C)cc1	2%	0%	-27%	-5
CCO[C@@H]1OC(C(N)=O)=C[C@H](C(C)(C)C)[C@H]1CCCO	7%	2%	-5%	-5

A different layout for four compounds above.
Compound: COc1ccc(CNCCCn2cnc(C(=O)Nc3ccc(C)c(C)c3)n2)cc1
  Integrin act MD: -11%
  ASM inhibitor: -6%
  PTAP TSG101 blk: -4%
  Giardia kill: -8
Compound: O=C(N[C@@H](Cc1ccc(O)cc1)C(=O)O)c1ccncc1
  Integrin act MD: 14%
  ASM inhibitor: 4%
  PTAP TSG101 blk: -4%
  Giardia kill: 1
Compound: COc1cc2c(cc1NC(=O)C(Cl)Cl)-c1ccc(NC(=O)C(Cl)Cl)cc1C2
  Integrin act MD: -55%[inhibitor]
  ASM inhibitor: -1%
  PTAP TSG101 blk: -4%
  Giardia kill: -5
Compound: COC(=O)C[C@H]1c2cc(F)ccc2S(=O)(=O)N1c1ccc(N(C)C)cc1
  Integrin act MD: 2%
  ASM inhibitor: 0%
  PTAP TSG101 blk: -27%
  Giardia kill: -5

Next structures follow.
SMILES	Integrin act MD	ASM inhibitor	PTAP TSG101 blk	Giardia kill
COCCNCc1cc(C)n(-c2cc(S(=O)(=O)N3CCOCC3)ccc2N2CCCC2)c1C	0%	-2%	-8%	-16
C[C@@H]1[C@H](c2ccccc2)Oc2ccc(Cl)cc2S(=O)(=O)N1CC1CCCN1C(=O)OC(C)(C)C (some centres undefined)	-9%	4%	-1%	3
CC(C)=CCOc1ccc([C@@H]2COc3c(ccc4c3C=CC(C)(C)O4)C2)c(O)c1	-46%[inhibitor]	-7%	3%	-19
O=C(O)COc1ccc(C=C2SC(=S)N(c3ccccc3)C2=O)cc1	-8%	10%	-3%	-19
CCOC(=O)c1ccccc1NC(=O)C1CC(=O)N(C2CCCC2)C1 (centres undefined)	8%	3%	-2%	-6
CCCCn1cnc2c(SCc3cccc(F)c3)nc(N)nc21	-1%	-2%	-4%	-9
CC(=O)C1(O)CCC2C3CCC4CC(=O)CCC4(C)C3C(=O)CC21C (centres undefined)	29%	3%	-1%	-25
COC(=O)C1=C(C(=O)OC)[C@]2([C@H]3CC=CCN[C@@H](Cc4ccccc4)C(=O)N3Cc3ccccc3)C=C[C@H]1O2	31%	-2%	-3%	4
Cc1ccc(S(=O)(=O)N2CCC(C(=O)N3CCCCCCC3)CC2)cc1	10%	9%	2%	-5
O=C(NC(=S)Nc1ccccc1Br)C1CC1	8%	0%	-2%	27
O=c1cc(CCl)nc(Cc2c(Cl)cccc2Cl)[nH]1	-32%	2%	0%	4
CC(C)C[C@H]1CNC(=S)N1CC1CCCN1C[C@H](Cc1ccc(O)cc1)N1C[C@H](Cc2ccccc2)N(CC2CCCCC2)C1=S (some centres undefined)	-8%	-19%	-1%	-8
COCCN1C(=O)C(C(=O)OC)CC2=C1CC(C)(C)CC2=O (centres undefined)	1%	4%	-4%	-21
Cc1ccc(Nc2nc(-c3ccc(S(=O)(=O)N4CCOCC4)cc3)cs2)cc1	-14%	27%	-2%	1
CN(C(=O)c1ccc(NC(=O)Cc2ccc(NC(=O)C3CCN(C(=O)C4CCCCC4)CC3)cc2)cc1)C1CCCC1	0%	-3%	-2%	0
CC(CCCN1CCCC1)Nc1ccnc2cc(Cl)ccc12 (centres undefined)	-70%[inhibitor]	60%[activator]	-8%	-5
N#Cc1ccc(Oc2ncccn2)cc1	-19%	0%	0%	5
COc1ccc2ccccc2c1C1NC(=O)c2ccccc2N1 (centres undefined)	-13%	157%[activator]	-7%	6
CCCCN1CCC(CN2C(=O)C(=O)NC[C@@H]2Cc2ccccc2)CC1	0%	1%	0%	-13
CCOC(=O)C1=C(O)/C(=C/c2cn(CC(=O)NCC3CCCO3)c3ccccc23)SC1=Nc1ccc(C)cc1 (centres undefined)	-38%	-3%	?	4
OCCCn1c(C(CO)Nc2nc(-c3ccc(Cl)cc3)cs2)nc2ccccc21 (centres undefined)	-29%	?	-1%	1
CCN1C[C@@H]2[C@@H]3C(=O)N(Cc4ccccc4)C(=O)[C@@H]3[C@](Cc3ccccc3)(C1=O)N2C(=O)c1ccc(Cl)c(Cl)c1	9%	-9%	-2%	14
O=C1C2C3CC(C(Br)C3Br)C2C(=O)N1c1nccs1 (centres undefined)	1%	-2%	-8%	0
CCOC(=O)CC1=NN(c2ccccc2)C(=O)C1=c1sc(=C2SC(C)=C(C)N2CC)c(=O)n1CC	15%	-1%	0%	-11
Cc1cn(CC(=O)NCc2ccc(N(C)C)cc2)c(=O)[nH]c1=O	-20%	14%	-6%	-1

Compound profiles, from the list above.
Results for Cc1ccc(Nc2nc(-c3ccc(S(=O)(=O)N4CCOCC4)cc3)cs2)cc1 → Integrin act MD: -14%; ASM inhibitor: 27%; PTAP TSG101 blk: -2%; Giardia kill: 1
Results for O=C(O)COc1ccc(C=C2SC(=S)N(c3ccccc3)C2=O)cc1 → Integrin act MD: -8%; ASM inhibitor: 10%; PTAP TSG101 blk: -3%; Giardia kill: -19

The results go on.
SMILES	Integrin act MD	ASM inhibitor	PTAP TSG101 blk	Giardia kill
CCOC(=O)C1=C(COc2ccccc2)NC(=O)NC1c1ccc2ccccc2c1 (centres undefined)	-7%	0%	-3%	-12
COc1cccc(C2c3cc4c(cc3OC(N3CCCC3)C2C)OCO4)c1O (centres undefined)	-16%	-2%	1%	2
NC(N)=Nc1ccc(C=C2C=Cc3ccccc32)cc1	-56%[inhibitor]	-21%	0%	14
CCN(CC)c1ccc(S(=O)(=O)N2CCOCC2)cc1NC(=O)COC(=O)/C=C/c1ccc(O)c(OC)c1	1%	15%	1%	8
CC1CCN(c2ccccc2NC(=S)NC(=O)c2ccco2)CC1	2%	-3%	-2%	-13
Oc1ccc(C=NNC(=S)Nc2cccnc2)nc1	-21%	25%	-5%	-9
CCc1ccc2cccc3c2c1N=CN3C	4%	-4%	1%	-1
CN(c1ccccc1C(=O)Nc1ccc2ccccc2c1)S(C)(=O)=O	17%	-2%	2%	0
C#Cc1ccc([C@H]2C=C(C(=O)NCc3nc4ccccc4[nH]3)O[C@@H](OCC)[C@@H]2CCCO)cc1	-11%	-1%	1%	5

Source: PubChem (National Center for Advancing Translational Sciences (NCATS))

This is a subset; the hit share may differ from the screen's.
